RAD52 inh: blocks human RAD52 DNA annealing; P43351; recombinant RAD52 DNA annealing, FRET fluorescence; inhibition, % at 18.7 µM; 0.46% of 360,000 active;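 active means every replicate showing at least 50% inhibition; inconclusive means mean inhibition at least 50% but not in every replicate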
ERp5 inh: inhibitors of human ERp5; Q15084; ERp5 insulin aggregation, absorbance 650 nm, 90 min; inhibition, % at 9.99 µM; 0.05% of 350,000 active; AID 651711;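 active means mean replicate inhibition above about 25%, with every replicate also reaching it, limit read from the data, passing the limit was not always enough; inconclusive means only one of those two criteria met; inactive means neither criterion met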
ERAP1 inh: ERAP1 (human) enzyme inhibition; Q9NZ08; recombinant ERAP1, Leu-AMC fluorescence, 60 min; inhibition, % at 10.7 µM; 0.15% of 340,000 active;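 active means mean replicate inhibition of at least 30%, or all replicates individually reaching that 30% level; inactive means mean below 30% and not every replicate reaching it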;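 further: 0% = neutral control wells and 100% = L-leucinethiol positive control wells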
S100A4 inh HTS: blocks human S100A4 binding to myosin IIA peptide; P26447; S100A4/TAMRA-MyoIIA peptide fluorescence polarization; inhibition, % at 10.7 µM; 0.14% of 360,000 active; AID 652163;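 active means mean inhibition of at least 70% across replicates, with every replicate also reaching that level; inconclusive means mean inhibition reaches 70% but some replicates fall short; inactive means mean inhibition below 70%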
Target sequence (P26447 whole entry, looked up): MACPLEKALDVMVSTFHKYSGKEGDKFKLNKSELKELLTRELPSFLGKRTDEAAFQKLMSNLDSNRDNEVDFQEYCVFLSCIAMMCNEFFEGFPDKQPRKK
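assay system = human S100A4 monomer with TAMRA-labelled myosin IIA peptide | also added = labelled myosin peptide probe, 5 nM | incubation = 5 min between mix addition and reading | control set = DMSO and TFP controls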
E-sel inducer: induces E-selectin expression in human endothelial cells | HUVEC E-selectin immunofluorescence imaging; normalized: neutral wells 0, TNF-alpha wells 100 | activation, % at 7.58 µM | 0.37% of 260,000 active | P16581;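 active means mean E-selectin-positive cell signal at least 10% of the positive control, reached in at least 60% of replicates, without over 20% cell loss; inconclusive means no rule given, readout overlaps actives, possibly toxicity-flagged; inactive means the rest, including those meeting only one limit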;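 further: in these data hits start at about 27%; measured in HUVEC primary endothelial cells; signal is the percent of cells scored E-selectin positive by PE staining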
Target sequence (P16581 whole entry, looked up): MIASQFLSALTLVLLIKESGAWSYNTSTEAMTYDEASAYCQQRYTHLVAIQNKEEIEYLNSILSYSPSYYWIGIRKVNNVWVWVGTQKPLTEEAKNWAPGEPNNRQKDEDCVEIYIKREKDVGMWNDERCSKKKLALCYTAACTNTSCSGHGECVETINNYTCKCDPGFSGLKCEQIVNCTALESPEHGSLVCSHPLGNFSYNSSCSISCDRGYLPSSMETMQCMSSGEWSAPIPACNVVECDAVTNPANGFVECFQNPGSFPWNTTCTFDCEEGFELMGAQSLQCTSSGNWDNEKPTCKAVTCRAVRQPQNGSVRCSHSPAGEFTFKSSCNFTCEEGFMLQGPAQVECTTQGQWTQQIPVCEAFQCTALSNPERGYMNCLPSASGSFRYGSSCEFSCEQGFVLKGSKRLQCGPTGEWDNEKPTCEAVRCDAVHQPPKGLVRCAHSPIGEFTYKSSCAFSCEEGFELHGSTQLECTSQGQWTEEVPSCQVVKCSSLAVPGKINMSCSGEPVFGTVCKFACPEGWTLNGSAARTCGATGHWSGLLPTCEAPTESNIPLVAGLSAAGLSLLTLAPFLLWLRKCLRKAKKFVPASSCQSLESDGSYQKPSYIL
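Test system – human umbilical vein endothelial cells (HUVEC), E-selectin induction · Input – 3,000 HUVEC seeded per well · Buffer or medium – EGM-2, gelatin · Compound dosing – single-point compound dose · Detection – immunofluorescence imaging · Measure – percent E-selectin-positive cells · Controls – TNF-alpha high, DMSO low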
esBAF inh: SWI/SNF esBAF complex inhibition; mouse ES cells, Bmi1-luciferase knock-in reporter, 24 h; 100% = twice the neutral-well signal; reporter increase, % at 12.5 µM; 2% of 350,000 active; AID 602393; in the data active means activation above about 40%; inconclusive means no clear call, values can overlap the other calls;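 further: 0% = median of the plate's neutral control wells and 100% = double that signal; a rise in the Bmi1 reporter signal indicates esBAF inhibition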
RAD54 branch: RAD54 (human) branch migration inhibition; Q92698; RAD54 Holliday junction branch migration, FAM/BHQ fluorescence; inhibition, % at 10.4 µM; 0.14% of 360,000 active; AID 602329;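 active means mean normalized replicate activity at least 40 and at least half of replicates scoring 40 or more; inconclusive means only one of the two criteria met; inactive means mean below 40 and under half of replicates reaching 40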;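 further: 0% = median of neutral control wells and 100% = median of positive control wells; inhibitors cause a drop in the FAM fluorescence signal; in these data hits start at about 50%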
Xi reactivation: X-chromosome reactivation activator. AID 743238. 0.055% of 360,000 active. activation, % at 7.58 µM. XiGFP mouse fibroblasts, % GFP-positive cells imaging, 3 d; cells co-treated with 5-aza-dC sensitizer; scaled so ellipticine positive control = 100%;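 active means mean normalized replicate activation at least 10% and every replicate at or above 10%; inconclusive means only one of the two criteria met; inactive means mean below 10% and not all replicates reach 10%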;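 further: 0% = median of on-plate neutral control wells and 100% = ellipticine 6 µM median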
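System: 68-5-11 XiGFP fibroblast line | Buffer or medium: DMEM containing 5-aza-dC | Compound: Single point | Times: Compounds 3 days, fix/stain 15 min at room temperature | Benchmarks: Positive control ellipticine, 6 µM final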
* hit, by the source's call; u = inconclusive; x = no result given; & = joins results of further samples.

SMILES	RAD52 inh	ERp5 inh	ERAP1 inh	S100A4 inh HTS	E-sel inducer	esBAF inh	RAD54 branch	Xi reactivation
Cc1cc(C)c2c(=O)n3c(nc2c1)C(CC(C)C)NC(=O)c1cccnc1-3 (configuration not stated)	5	3	3	-2	0.0	4	-6	0.0
Cc1ccccc1C(=O)NC(=S)NCc1cccnc1	-2	0	3	1	0.9	11	0	0.0
Cc1ccccc1NC(=O)n1ncc2cc(Cl)ccc21	-3	5	0	-4	0.1	-7	0	0.0
C[C@H](CO)N1C[C@H](C)[C@@H](CN(C)Cc2ccc3c(c2)OCO3)OCCCC[C@H](C)Oc2ccc(NC(=O)Nc3ccc(C(F)(F)F)cc3)cc2C1=O	x	x	1	3	4.6	x	x	-0.1
O=c1[nH]c(=O)n(Cc2ccccc2)c2nc(-c3ccc(Oc4ccc(F)cc4)c([N+](=O)[O-])c3)n(CCO)c12	0	1	3	-3	-0.1	x	x	0.3
CC(=O)Nc1ccc(S(=O)(=O)N(C)CC(=O)OCC(=O)N(C)C2CCS(=O)(=O)C2)cc1 (configuration not stated)	8	6	1	1	-0.4	x	8	0.0
CCCCN(C=O)c1c(CC)nc2ccc(C(=O)N(C)Cc3ccco3)cn12	-4	-1	20	2	-0.1	-3	-8	0.0
COc1ccc(S(=O)(=O)N2CCOCC2)cc1NC(=O)Cc1coc2cc(C)c(C)cc12	-12	4	-1	-2	-4.2	x	-8	0.2
COc1cc(OC)c2c(-c3cccc(-c4ccc(NC(C)=O)cc4)c3)cc(=O)oc2c1	-10	13	x	-1	x	15	-2	1.4
O=C(Cc1cccc2ccccc12)Nc1ccc(OC(F)F)c(Cl)c1	4	1	-3	-1	x	x	-1	0.1
CO[C@@H]1CN(C)C(=O)c2ccc(NS(=O)(=O)c3ccccc3)cc2OC[C@H](C)NC[C@H]1C	-17	2	2	-14	0.2	-5	14	-0.4
CC1=C(C(=O)N2CCOCC2)CC(CC(=O)NCCCCc2ccccc2)C(=O)N1CCCN1CCCC1=O (configuration not stated)	-12	4	x	-4	8.8	-5	-3	-0.1
C[C@@H]1CN([C@H](C)CO)C(=O)c2cccc(NS(=O)(=O)c3cn(C)cn3)c2O[C@@H]1CN(C)S(=O)(=O)c1ccc(Cl)cc1	6	2	-1	-2	-0.1	4	2	-0.3
COc1cc(SC)ccc1C(=O)NCCNC(=O)c1nonc1N	-5	0	-5	-10	1.0	-2	x	0.1
CCCCCCCn1c(=N)n(CC(O)c2ccco2)c2ccccc21 (configuration not stated)	12	4	-1	-26	0.1	x	-5	0.0
COc1ccc(C(=O)O/N=C(\N)c2ccccc2)c(OC)c1	-6	0	2	-3	x	x	x	0.2
O=C1NN(c2cccc(Br)c2)C(=O)/C1=C/c1cccs1	-8	-1	0	1	x	x	x	-0.1
COc1cc(CC(=O)NCC2COc3ccccc3O2)cc(OC)c1OC (configuration not stated)	-14	-2	-4	1	0.3	x	x	0.0
C=CCn1c(SCC(=O)Nc2ccc(F)cc2)nc2cc(C(=O)O)ccc2c1=O	-16	-8	0	-14	0.6	x	x	0.3
COc1ccccc1-c1ccccc1[C@@H]1[C@H](C#N)N(C(=O)C2CC2)[C@H]1CO	-9	0	x	-13	-0.1	x	x	0.2
O=C1NN(c2ccccc2)C(=O)/C1=C\c1ccc(-c2cc([N+](=O)[O-])ccc2O)o1	-6	6	0	-5	-2.1	-2	x	0.1
C=CCSc1nnc(N2C(=O)C(O)=C(C(=O)c3ccco3)C2c2ccc(F)cc2)s1 (configuration not stated)	-138	2	6	-1	0.0	11	-13	0.0
C[C@H](CO)N1C[C@H](C)[C@@H](CN(C)Cc2ccc3cccnc3c2)OCc2cnnn2CCCC1=O	0&2&5	0&1&-2	1&-1&-3	0&4&3	0.0&-0.3	-4&0&-2	12&11&-5	0.1&0.4
COCCCNC(=O)CC(=O)N/N=C\c1ccc(SC)cc1	-21	5	-2	2	x	x	x	0.1
Cc1cccc(C(=O)NCC(=O)OCC(=O)N2CCN(S(=O)(=O)c3ccc(C)cc3C)CC2)c1	-8	2	0	-1	x	0	-5	0.0

Next structures follow:
SMILES	RAD52 inh	ERp5 inh	ERAP1 inh	S100A4 inh HTS	E-sel inducer	esBAF inh	RAD54 branch	Xi reactivation
O=C(C[C@H]1CC[C@H](NC(=O)Nc2ccc(C(F)(F)F)cc2)[C@@H](CO)O1)NCc1cccc(F)c1	-13	-1	-2	8	0.2	1	-8	0.7
COCCNC(=O)Cn1cc(/C=C(\C#N)C(=O)NC2CCCC2)c2ccccc21	-15	-2	2	-2	x	6	-6	0.0
Cc1cc(NC(=O)CSc2cc(C)c3ccccc3n2)no1	-20	-4	-4	4	-0.4	x	-3	0.0
O=[N+]([O-])c1ccccc1/C=C/C=N/n1c(-c2ccco2)n[nH]c1=S	-9	1	7	-3	x	x	x	0.5
O=C(Cn1c[n+](CC(=O)c2ccc([N+](=O)[O-])cc2)cn1)c1ccc([N+](=O)[O-])cc1	-3&-14	3&3	-1	0&-8	4.2&-1.1	x	x	0.0&0.1
COc1ccc(N(CC(=O)NCCC2=CCCCC2)S(=O)(=O)c2ccccc2)cc1	-16	-5	-2	-4	x	9	-7	-0.1
COc1cccc(CNC(=O)Cn2cccc2C(=O)c2ccccc2C)c1	-14	2	-2	-5	x	u	5	0.1
COc1cccc(C(=O)NCC(=O)N2CCC3(CC2)NCCc2[nH]cnc23)c1OC	-3	8	6	-1	x	-8	1	0.2
Cc1ccc(S(=O)(=O)Nc2cccc3c2O[C@H](CN(C)S(=O)(=O)c2ccc(C)cc2)[C@@H](C)CN([C@@H](C)CO)C3=O)cc1	-5	-7	1	-6	-0.2	2	-1	0.2
O=C(N=C1c2ccccc2CN1c1ccc(F)c(Cl)c1)c1cccnc1Cl	-38	0	3	0	-1.3	x	x	0.0
Cc1oc(-c2ccccc2Cl)nc1CS(=O)(=O)CC(=O)N1CCOCC1	-1	2	1	-1	0.6	-8	18	-0.1
C[C@H]1CN([C@@H](C)CO)C(=O)Cc2cc(NC(=O)Nc3ccc4c(c3)OCO4)ccc2O[C@H]1CN(C)CC1CC1	28	-5	-5	-1	-9.4	-1	9	0.1
Cc1cc(C)n2cc(-c3ccc(Cl)cc3)c(C(=O)O)c2n1	-23	-2	-1	-4	1.5	x	x	-0.1
CC(C)NC(=O)Nc1cccc2c1O[C@H](CN(C)Cc1ccc(-c3ccccc3)cc1)[C@H](C)CN([C@@H](C)CO)C2=O	5	4	-1	-3	0.0	-1	11	-0.2
CCN(Cc1cccs1)C(=O)CN1CCN(S(=O)(=O)c2ccc3c(c2)OCCCO3)CC1	2	-3	-4	-2	-0.1	8	-1	0.4
O=C(/C=C/c1ccc(Cl)cc1Cl)Nc1cccc(S(=O)(=O)NC2=NCCC2)c1	-26	-8	10	1	-0.9	x	x	0.0
Cc1ccc(-n2nc3c(c2NC(=O)c2ccco2)CS(=O)C3)c(C)c1 (configuration not stated)	-3	2	24	-2	0.7	x	12	0.0
COc1cc(CCC(=O)OCC(=O)Nc2ccccc2F)cc(OC)c1OC	-8	6	-3	-3	-12	-3	-4	0.3
CC(C)CC#Cc1ccc2c(c1)O[C@H](CN(C)C(=O)C1CCC1)[C@H](C)CN([C@@H](C)CO)S2(=O)=O	3	0	-1	31	1.9	-12	-4	-0.6
COc1ccc(NCc2nc3ccccc3n2C)cc1	3	0	1	-2	0.0	18	6	0.0
CCOc1ccc(S(=O)(=O)NCCC(=O)N2CCN(C(C)=O)CC2)cc1	-1	-3	1	6	0.4	-1	-12	-0.1
CCN(CC)S(=O)(=O)c1ccc(C)c(C(=O)Oc2cccc(-c3cnc4ccccc4n3)c2)c1	-2	2	-1	-4	x	34	-3	0.0
COc1ccccc1NC(=O)N1CCCCN2[C@H](C1)[C@H](c1ccc(-c3cccc(C#N)c3)cc1)[C@@H]2CO	11	1	0	-3	-0.2	-2	5	0.0
COc1cc(C(=O)NCCNc2nc3ccc(C)cc3cc2C#N)cc(OC)c1OC	-6	-3	1	9	0.8	2	-10	0.0
O=C(O)C[C@]1(C(=O)Nc2ccc(F)cc2)CC(/C=C/c2ccccc2)=NO1	-15	0	1	-4	x	7	-15	0.2

(continued)
SMILES	RAD52 inh	ERp5 inh	ERAP1 inh	S100A4 inh HTS	E-sel inducer	esBAF inh	RAD54 branch	Xi reactivation
O=S(=O)(c1ccc(F)cc1)N1CCCCN2[C@H](CO)[C@H](c3ccc(C#CC4CCCC4)cc3)[C@H]2C1	58*	0	3	22	x	x	-3	x
O=C(C1=C[C@H](c2coc3ccccc3c2=O)C[C@H](OCCCCO)O1)N1CCN(Cc2ccc3c(c2)OCO3)CC1	-31	3	-2	-1	0.0	5	-12	0.0
COc1ccc(S(=O)(=O)N[C@@H]2C=C[C@H](CC(=O)N3CCc4ccccc4C3)O[C@@H]2CO)cc1	-21	3	-2	19	-0.1	2	8	-0.3
COc1ccc(CC2(CO)CCN(S(=O)(=O)c3sccc3C)CC2)cc1	-9	-1	1	-6	-2.2	x	x	0.0
O=C1NC(C(F)(F)F)(C(F)(F)F)N=C2SC=CN12	-10	4	5	0	4.5	-3	-19	0.3
Cc1cccc(NC(=S)N2CCN(S(=O)(=O)c3ccc(F)cc3)CC2)c1	-3	4	1	-2	-0.1	7	0	0.1
O=C(CN1C(=O)C(=O)N(C2CCCC2)C1=O)Nc1cc(Cl)ccc1[N+](=O)[O-]	-5	-1	0	4	x	-6	5	0.1
CCN(CC)S(=O)(=O)c1ccc(NC(=O)CNC2CCCCC2)cc1	-4	-2	2	0	x	-5	1	0.1
Cc1nn(Cc2ccccc2)c(Cl)c1C(=O)OCC#N	-3	1	0	8	-0.2	-5	-8	0.0
CN(CCOc1ccccc1)CC(=O)Nc1ccc([N+](=O)[O-])cc1Cl	-3	1	4	-1	-0.1	x	x	0.0
Cc1[nH]c2ccc(Cl)cc2c(=O)c1CN1CCCC1	15	-7	1	0	x	4	6	0.0
COc1cc2c(NCCCCCO)ncnc2c(OC)c1OC	-8	-5	3	0	x	-2	-4	0.0
CS(=O)(=O)c1cccc(-c2nnc(NC(=O)c3ccc4ncsc4c3)o2)c1	0	1	-7	-1	-0.1	x	x	0.0
CN(C)C(=O)[C@H]1[C@H](CO)[C@H]2Cn3c(ccc(C4=CCCC4)c3=O)[C@@H]1N2S(=O)(=O)c1cn(C)cn1	-11	5	4	4	0.1	1	-5	0.1
Cc1cc(=O)oc2cc(OCC(=O)Nc3ccc(F)cc3F)ccc12	-10	1	-2	12	-0.3	-2	7	0.0
C[C@@H]1CN([C@H](C)CO)C(=O)c2cccc(NC(=O)c3ccncc3)c2O[C@H]1CN(C)Cc1ccccc1	8	-2	0	19	-0.5	4	6	0.1

One compound at a time, as listed above. Screens in order: RAD52 inh	ERp5 inh	ERAP1 inh	S100A4 inh HTS	E-sel inducer	esBAF inh	RAD54 branch	Xi reactivation
Listed for O=C(C1=C[C@H](c2coc3ccccc3c2=O)C[C@H](OCCCCO)O1)N1CCN(Cc2ccc3c(c2)OCO3)CC1 = -31	3	-2	-1	0.0	5	-12	0.0
Listed for COc1ccc(CC2(CO)CCN(S(=O)(=O)c3sccc3C)CC2)cc1 = -9	-1	1	-6	-2.2	x	x	0.0
Listed for COc1cc2c(NCCCCCO)ncnc2c(OC)c1OC = -8	-5	3	0	x	-2	-4	0.0

An unsorted share of the library. About 2.5% of those tested had a hit in this group.
